Screening data: PubChem BioAssay, National Center for Advancing Translational Sciences (NCATS)
S2 tox = cell viability loss in ATXN counter-screen. S2 cells (HEK-293 line with an ATXN2-luciferase reporter) viability, CellTiter-Fluor protease fluorescence, 24 h. Potency, µM (highest dose often 56.7 µM), usual class: cytotoxic. 0.49% of 400,000 active; further: nearly all actives have a fitted effect of over 40% in size
MCF10A rereplic = DNA re-replication induction in MCF 10a cells | MCF 10A DNA re-replication, Hoechst nuclear intensity, 48 h | 2.9% of 350,000 active | Potency, µM (titrated, usually from 46.1 µM), without a hit: at the top dose activity, positive = re-replication, most hits filed as activators | AID 624296; further: % of control where 0% means no effect; nearly all actives have a fitted effect of over 50% in size
TGFb inhibitor = blocks TGF-b signaling. HepG2 CAGA-GFP TGF-b/SMAD3 reporter, GFP fluorescence, 18 h; TGF-beta stimulated, 500 pg/mL final. Potency, µM (highest dose often 46.1 µM), for inactives: top-dose activity, negative = inhibition, usual class: inhibitors. 1.2% of 410,000 active. AID 588855; further: on the % scale 0 is the no-effect control and ±100 the full control effect; nearly all actives have a fitted effect of over 65% in size
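Using HEPG2 CAGA-GFP reporter cells at 1000 cells/well, we pinned test compounds, stimulated with recombinant TGF-beta (500 pg/mL final) and measured total well GFP after 18 h.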
ATXN2 expr inh = ATXN2 expression inhibition; AID 1745845; Potency, µM (series often up to 57 µM), for inactives: top-dose activity change, negative = inhibition, hits mostly inhibitors; 0.72% of 360,000 active; HEK-293 ATXN2-luciferase reporter, luminescence, 24 h; further: on the % scale 0 is the no-effect control and ±100 the full control effect; nearly all actives have a fitted effect of over 55% in size
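qHTS (up to 57 uM final) was run with 24 h compound exposure of reporter cells at 37 °C. Each well was multiplexed: SteadyGlo luminescence measured ATXN2-luciferase expression after a fluorogenic Gly-Phe-AFC viability readout (25 uM final).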
HepG2 viability = counter-screen for TGF-b inhibitors: cytotoxicity in HepG2 cells; 0.76% of 410,000 active; HepG2 CAGA-GFP viability, ATP luminescence, 18 h; AID 588856; Potency, µM (series often up to 46.1 µM), without a hit: at the top dose activity change, negative = cytotoxicity, usual class: cytotoxic; further: some results filed as inactive show a strong effect at the top dose
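CellTiter-Glo luminescence gave cytotoxicity after 18 hours at 37 degrees C. The cells were HepG2 CAGA-GFP in 1% FBS DMEM, stimulated with 500 pg/mL TGF-beta after compound addition. %Activity was normalised to no-cell wells (complete cell-killing) and DMSO (no toxicity), and curves were fitted and classified.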
Nrf2 ARE act = Nrf2 pathway activation. Potency, µM (titrated, usually from 46.1 µM), inactives show top-dose activation, actives largely listed as activators. AREc32 ARE-luciferase reporter (MCF7-derived line), luminescence, 24 h. 0.31% of 410,000 active; further: % of control where 0% means no effect; nearly all actives have a fitted effect of over 65% in size
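Quantitative high-throughput format: AREc32 reporter cells, 1000 per well, received compound by pin transfer and were incubated 24 hr at 37 deg C, 5% CO2, before Steady-Glo luminescence detection.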
EPAC2 antag = antagonists of human EPAC2 | Q8WZA2 | EPAC2 GEF exchange of Rap1B-BODIPY-GDP, fluorescence | Potency, µM (titrated, usually from 114 µM), for inactives: top-dose activity, negative = inhibition, hits mostly inhibitors | 0.18% of 360,000 active | AID 720708; further: on the % scale 0 is the no-effect control and ±100 the full control effect; nearly all actives have a fitted effect of over 45% in size; many of its hits are not listed in these tables
Target sequence (Q8WZA2 whole entry, looked up): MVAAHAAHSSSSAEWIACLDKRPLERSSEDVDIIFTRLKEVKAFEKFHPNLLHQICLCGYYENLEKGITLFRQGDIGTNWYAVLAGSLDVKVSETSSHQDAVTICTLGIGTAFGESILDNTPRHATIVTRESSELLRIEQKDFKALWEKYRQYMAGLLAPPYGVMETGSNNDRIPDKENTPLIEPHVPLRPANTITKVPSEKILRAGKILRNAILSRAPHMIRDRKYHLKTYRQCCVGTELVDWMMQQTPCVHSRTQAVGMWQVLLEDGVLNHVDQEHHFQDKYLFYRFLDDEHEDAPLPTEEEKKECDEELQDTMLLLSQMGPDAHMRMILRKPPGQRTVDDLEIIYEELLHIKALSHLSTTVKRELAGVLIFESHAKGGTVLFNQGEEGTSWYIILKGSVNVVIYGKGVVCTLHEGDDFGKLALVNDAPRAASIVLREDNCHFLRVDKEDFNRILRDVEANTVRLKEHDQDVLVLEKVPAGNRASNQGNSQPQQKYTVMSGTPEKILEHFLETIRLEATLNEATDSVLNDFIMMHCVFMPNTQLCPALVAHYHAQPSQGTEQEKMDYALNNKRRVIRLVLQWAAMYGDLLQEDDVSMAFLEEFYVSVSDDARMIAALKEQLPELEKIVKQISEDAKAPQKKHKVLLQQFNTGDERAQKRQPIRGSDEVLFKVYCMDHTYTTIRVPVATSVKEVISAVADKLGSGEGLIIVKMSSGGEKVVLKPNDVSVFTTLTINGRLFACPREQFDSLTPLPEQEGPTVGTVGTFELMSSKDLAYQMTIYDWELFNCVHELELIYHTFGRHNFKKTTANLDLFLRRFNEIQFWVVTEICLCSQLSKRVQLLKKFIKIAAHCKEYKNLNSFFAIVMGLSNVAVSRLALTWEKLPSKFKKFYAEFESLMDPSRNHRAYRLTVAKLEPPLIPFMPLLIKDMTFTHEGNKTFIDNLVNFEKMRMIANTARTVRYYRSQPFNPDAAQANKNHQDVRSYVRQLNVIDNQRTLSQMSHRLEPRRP
A549 viability = kills or reduces viability of A549 cells in Nrf2 counter-screen; 0.16% of 390,000 active; A549 ARE-Fluc cells, CellTiter-Fluor viability, 18-24 h; Potency, µM (highest dose often 46 µM), for the others: at the top dose activity change, negative = cytotoxicity, most hits filed as inhibitors; further: on the % scale 0 is the no-effect control and ±100 the full control effect
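Cytotoxicity counterscreen: CellTiter-Fluor fluorescence was measured in A549 ARE_Fluc cells after 18-24 h of compound exposure in a concentration series. The subsequent BugLite luminescent read reports ARE-luciferase activity.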
Nrf2 inh = blocks Nrf2 signaling; AID 504444; 2.1% of 360,000 active; A549 ARE-Fluc reporter, luciferase luminescence, 18-24 h; Potency, µM (series often up to 46 µM), inactives show at the highest dose activity change, negative = inhibition, actives largely listed as inhibitors; further: on the % scale 0 is the no-effect control and ±100 the full control effect; nearly all actives have a fitted effect of over 60% in size
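Nrf2 activity is the BugLite luminescence, read 15 min after reagent at room temperature, following CellTiter-Fluor cytotoxicity readout (30 min, 37C). Compound titrations were applied for 18-24 h to 5000 A549 ARE_Fluc cells/well in 5% FBS OPTI-MEM.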
Active calls of the source: *; i = inactive; ? = inconclusive; . = no result given; [ ] = another dose, or the depositor's remark. The call rests on the fitted dose curve; in most records, active means well fitted curve in the direction sought with a large enough effect; inconclusive means small, poorly fitted or top-dose-only effect, or another doubt; inactive means no such curve, though single readings can be large; an effect the other way counts as inactive or inconclusive. Potency means the concentration at half of the fitted maximal effect. This is a subset; count on the stated rates, not on these rows.

smiles	HepG2 viability	EPAC2 antag	TGFb inhibitor	Nrf2 ARE act	S2 tox	A549 viability	Nrf2 inh	MCF10A rereplic	ATXN2 expr inh
COc1ccccc1N1CCN(C(=O)c2ccccc2SCC(=O)N2CCCC2)CC1	2%	-7%	0%	2.4%	i	-12%	-24%	18%	2%
Cn1cccc1Cc1nnc(SCC(=O)Nc2ccc(Cl)cc2)n1-c1ccc(F)cc1	-38%	-12%	-22%	0.8%	?	-13%	9%	1%	?
Fc1cccc(CCN2C(=S)NC[C@@H]2Cc2ccccc2)c1	10%	-17%	?	-1.2%	i	8%	-9%	-8%	-34%
CCCCNS(=O)(=O)c1ccc(S(=O)(=O)N2CCC3(CC2)OCCO3)cc1	-29%	1%	-20%	-0.8%	i	-3%	-2%	-66%[inhibitor]	-1%
CC(OC(=O)c1ccc([N+](=O)[O-])o1)C(=O)Nc1nc(-c2ccc(F)c(F)c2)cs1 (configuration not stated)	-31%	-3%	-10%	?	i	-16%	?	8%	36%[activator]
COc1ccc(Cl)cc1NC(=O)CN(C)C(=O)Cn1[nH]c(=O)c2ccccc2c1=O	-8%	11%	9%	2.7%	i	-6%	?	-4%	-1%
COc1cc(N=CC2=C(O)c3ccccc3C2=O)cc(OC)c1	-1%	3%	-19%	14%	i	13%	?	-1%	55%[activator]
Cc1cccc(-c2nc(C#N)c(NCc3ccco3)o2)c1	-21%	-6%	3%	9.2%	i	-3%	?	4%	44%[activator]
CCOc1cccc(-c2c(C(=O)N/N=C/c3ccsc3)nnn2-c2nonc2N)c1	-10%	11%	-1%	-0.7%	i	14%	-7%	4%	-2%
CCOC(=O)N1CCN(C(=O)CCCCCn2c(=S)[nH]c3cc4c(cc3c2=O)OCO4)CC1	-33%	-4%	12%	-0.7%	i	10%	?	-4%	-19%
Cc1cc(C(=O)N2CCC2(C)C(=O)NS(=O)(=O)c2cccc(Cl)c2)nn1C (configuration not stated)	-4%	18%	-1%	0.0%	i	.	.	.	3%
Cc1c([N+](=O)[O-])oc2c1C(=O)NCCC2	-28%	8%	2%	11%	i	.	.	.	.
O=C(COC(=O)c1ccccc1C(=O)c1ccc(Cl)cc1)NCC1CCCO1 (configuration not stated)	2%	2%	7%	4.1%	i	5%	-10%	1%	-20%
CC1(C)C2CCC(CN)C1C2 (configuration not stated)	-17%	4%	-1%	-0.2%	i	.	.	.	.
CN(CC(=O)Nc1ccccc1Br)CC(=O)NC(c1ccccc1)c1ccccc1	-10%	-15%	-5%	0.3%	i	?	?	-22%	-7%
O=c1oc2ccc3ccccc3c2cc1-c1nnc(Nc2cccc(F)c2)s1	-3%	.	-26%	0.0%	.	-1%	8%	.	.
CCOC(=O)C1=NOC2COC3(CCN(c4ncccn4)CC3)OCC12 (configuration not stated)	-4%	3%	3%	2.5%	i	3%	-10%	4%	14%
Cc1ccc(CSc2nnc(-n3c(=O)c(C#N)cc4c(=O)n5cc(C)ccc5nc43)s2)cc1	4%	.	12%	-0.6%	i	0%	7%	.	0%
CC(C)(C)C(=O)Nc1ccc(N2CCN(C(=O)c3cccs3)CC2)cc1	-13%	-3%	-1%	-0.9%	i	.	.	.	.
O=C(COC(=O)/C=C/c1ccc2c(c1)OCO2)NC1CCS(=O)(=O)C1 (configuration not stated)	-1%	10%	-2%	5.4%	i	1%	3%	-9%	-9%
CC(CCc1ccccc1)NCc1ccc(Cl)cc1Cl (configuration not stated)	-39%	-4%	?	0.3%	i	0%	-9%	?	-17%
Cc1cccc(NCc2nc(-c3ccccc3)no2)c1	-27%	-15%	-12%	-0.5%	i	-8%	3%	17%	48%[activator]
CC(C)(C)S(=O)N1Cc2cc(C(=O)NCC(F)(F)F)nc(-c3cccc(-c4cccc(F)c4)c3)c2[C@@H]1CCO (some centres not stated)	-4%	?	?	-0.4%	?	.	.	.	?
CCOC(=O)C1=C(C)NC(=O)NC1C1CC=CCC1 (configuration not stated)	0%	-5%	12%	0.1%	i	-1%	12%	17%	1%
CCc1cc2c(NCC3CCCO3)nc(C)nc2s1 (configuration not stated)	3%	10%	1%	2.1%	i	-2%	?	1%	-8%
CCn1c2ccccc2c2cc(NC(=O)CSc3nnc(-c4cccc(C)c4)o3)ccc21	9%	26%[57.1 µM]	1%	0.3%	?	-7%	-7%	?	?
O=C(CN1CCCCCC1)N/N=C/c1cccc(Cl)c1Cl	11%	5%	29%	7.1%	i	-2%	9%	14%	22%
CCOc1ccccc1C(=O)N[C@H](C(=O)Nc1ccc(OC)c(S(=O)(=O)N2CCOCC2)c1)C(C)C	1%	-20%	-5%	-0.3%	i	2%	-13%	-2%	-7%
Cc1ccccc1CSCC(Nc1ccc(C(=O)O)cc1[N+](=O)[O-])C(=O)O (configuration not stated)	-1%	-3%	?	-0.6%	i	?	7%	4%	-12%
COc1ccc(-c2nc3sc(CCNC(=O)C(=O)Nc4ccc(C)cc4C)c(C)n3n2)cc1	-37%	.	0%	-0.6%	.	11%	.	.	.
Cc1cc(C(=O)Nc2c(F)c(F)c(F)c(F)c2F)n(-c2ccccc2)n1	-22%	-1%	-13%	-0.6%	i	4%	2%	?	-20%
CCCCc1nc(C(N)=O)c2[nH]c(=O)n(-c3ccccc3F)c2n1	-9%	1%	29%	-0.8%	i	-2%	2%	5%	.
Cc1ccc(O)c(CNc2cccc(C)n2)c1	-1%	-2%	16%	6.1%	i	0%	7%	6%	0%
CC(C)(C)NC(=O)CN(C(=O)CS(=O)CC(=O)Nc1ccc(F)cc1)c1ccc2c(c1)OCCO2 (configuration not stated)	-1%	-22%	15%	0.3%	i	0%	?	6%	.
CCOC(=O)c1ccc(N2C(=O)c3n[nH]c(C)c3C2c2ccc(O)cc2)cc1 (configuration not stated)	4%	8%	-4%	7.7%	i	-14%	4%	-6%	44%[activator]
O=C(CSc1n[nH]c(=O)n1Cc1ccccc1)Nc1ccc(N2CCOCC2)cc1	-29%	1%	-3%	-1.5%	i	-4%	?	20%	8%

Complete entries as entered above. Order of screens: HepG2 viability	EPAC2 antag	TGFb inhibitor	Nrf2 ARE act	S2 tox	A549 viability	Nrf2 inh	MCF10A rereplic	ATXN2 expr inh
Shown for `Cc1ccccc1CSCC(Nc1ccc(C(=O)O)cc1[N+](=O)[O-])C(=O)O` (configuration not stated) : -1%	-3%	?	-0.6%	i	?	7%	4%	-12%
Shown for `O=C(CN1CCCCCC1)N/N=C/c1cccc(Cl)c1Cl` : 11%	5%	29%	7.1%	i	-2%	9%	14%	22%
Shown for `O=C(CSc1n[nH]c(=O)n1Cc1ccccc1)Nc1ccc(N2CCOCC2)cc1` : -29%	1%	-3%	-1.5%	i	-4%	?	20%	8%

New compounds follow:
smiles	HepG2 viability	EPAC2 antag	TGFb inhibitor	Nrf2 ARE act	S2 tox	A549 viability	Nrf2 inh	MCF10A rereplic	ATXN2 expr inh
CN(C)CCOc1ccc(-c2c(-c3ccsc3)sc3ccccc23)cc1	-101%	1%	?	-3.5%	?	4%	-3%	?	?
CC(=O)N1c2ccc(S(=O)(=O)NCC3CCC(C(=O)Nc4ccc(C)cn4)CC3)cc2CC1C (configuration not stated)	-28%	3%	-11%	0.6%	i	-4%	?	8%	?
CCCOc1ccc(N2CC(C(=O)Nc3ccc(N4CCOCC4)cc3)CC2=O)cc1 (configuration not stated)	3%	17%	2%	-0.7%	i	-1%	1%	1%	-19%[11.3 µM]
Cc1cccc(C(=O)N/N=C/c2ccc3c(c2)OCO3)n1	-2%	-1%	6%	-0.9%	i	-2%	-2%	1%	-11%
O=C(c1cccs1)N1CCN(c2ncc(C(F)(F)F)cc2Cl)CC1	2%	-3%	6%	0.7%	i	1%	?	3%	5%
Cc1ccc(NC(=O)CCC(=O)c2cccs2)c(Br)c1	10%	-10%	3%	3.3%	i	-1%	27%	1%	32%[activator]
O=C(Nc1ccccc1C(=O)O)c1ccccc1	1%	8%	2%	-0.3%	i	-4%	4%	-5%	4%
Cc1cccc(C)c1-n1nnnc1C(c1ccccc1OC(F)(F)F)N1CCN(C/C=C/c2ccccc2)CC1 (configuration not stated)	-10%	-2%	-28%	0.8%	i	.	.	.	-16%
CCOC(=O)C1=C(N)n2c(s/c(=C\c3ccncc3)c2=O)=C(C(=O)OCC)C1c1ccncc1 (configuration not stated)	-23%	-3%	3%	-0.5%	i	1%	-7%	6%	-38%[11.3 µM]
Cn1c(=O)c2c(SCc3cccnc3)nc(C3CC3)nc2n(C)c1=O	-8%	3%	4%	0.2%	i	2%	9%	2%	-1%
O=C(NC1CCN(C(=O)Nc2cccc(Cl)c2)CC1)c1ccccc1	-7%	0%	35%[activator]	-0.4%	?	-14%	?	12%	-23%
CCOC(=O)C1CCCCN1Cc1ccc(OC)c(OC)c1OC (configuration not stated)	11%	28%[57.1 µM]	-5%	-0.2%	i	9%	14%	1%	-6%
N#Cc1cccc(NC(=O)CC2CCCC2)c1	5%	1%	-1%	0.8%	i	0%	-8%	-2%	23%
COc1ccc(OC)c(-c2csc(N(CC3CCCO3)C(=O)C3CCCCC3)n2)c1 (configuration not stated)	-6%	-10%	-8%	-0.6%	i	2%	1%	16%	.
CCC1CCC(N2CCN(c3cccc(OC)c3)CC2)CC1 (configuration not stated)	-57%	4%	-25%	-0.3%	?	-15%	-2%	5.2µM*	-35%
Cc1ccc(N2CN(Cc3ccco3)CNC2=S)cc1	5%	4%	8%	3.2%	i	-1%	6%	3%	-14%
CCCn1c(SCC(=O)c2cc(C)ccc2C)n[nH]c1=O	10%	-6%	-6%	3.3%	i	-13%	-4%	?	0%
